ARNT-TACC3 inh – disruptors of ARNT/TACC3 protein interaction, primary screen, biochemical, AlphaScreen, single concentration; Transforming acidic coiled-coil-containing protein 3 (Homo sapiens), Q9Y6A5; AlphaScreen His-ARNT PAS-B/GST-TACC3 binding, luminescence; TACC3 fragment carries E629A point mutation; inhibition, % at 9.99 µM; 390,000 tested, 0.66% active;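 active = mean inhibition of replicates at least 50% and at least half of replicates each reaching 50%; inconclusive = half or more replicates reach 50% but mean below 50%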;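 also: 0% = complete ARNT plus TACC3 wells and 100% = ARNT alone without TACC3; many hits fall short of the cut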
E-selectin induc – E-selectin induction in HUVECs, primary screen, imaging, HUVEC, immunofluorescence imaging, single point; normalized: neutral wells 0, TNF-alpha wells 100; 260,000 tested, 0.37% active; P16581; activation, % at 7.58 µM;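 active = mean E-selectin-positive cell signal at least 10% of the positive control, reached in at least 60% of replicates, without over 20% cell loss; inconclusive = no rule given, readout overlaps actives, possibly toxicity-flagged; inactive = the rest, including those meeting only one limit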;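 also: in these data hits start at about 27%; measured in HUVEC primary endothelial cells; signal is the percent of cells scored E-selectin positive by PE staining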
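Assay system: HUVEC, human umbilical vein endothelial cells / Amount: 3,000 HUVEC/well / Controls: TNF-alpha positive control, DMSO neutral control / Compound dosing: single concentration / Medium: EGM-2 over gelatin coat / Evaluation: percent E-selectin-positive cells / Signal: immunofluorescence imaging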
PglD inh – C. jejuni PglD acetyltransferase inhibitors, primary screen, biochemical, DTNB colorimetric, single point | AID 602405, 2012 | 360,000 tested, 0.098% active | UDP-N-acetylbacillosamine N-acetyltransferase PglD (Campylobacter jejuni) | inhibition, % at 12.5 µM | purified PglD enzyme, DTNB colorimetric CoA detection; in the data active = inhibition above about 16%, passing the limit was not always enough; inconclusive = no clear call, values can overlap the other calls; also: strong numbers were not always called active
RAD54 branch – inhibitors of human RAD54 branch migration, primary screen, biochemical, fluorescence, single point; AID 602329, 2012; 360,000 tested, 0.14% active; inhibition, % at 10.4 µM; DNA repair and recombination protein RAD54-like (Homo sapiens), Q92698; RAD54 Holliday junction branch migration, FAM/BHQ fluorescence;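 active = mean normalized replicate activity at least 40 and at least half of replicates scoring 40 or more; inconclusive = only one of the two criteria met; inactive = mean below 40 and under half of replicates reaching 40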;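 also: 0% = median of neutral control wells and 100% = median of positive control wells; inhibitors cause a drop in the FAM fluorescence signal; in these data hits start at about 50%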
CASP6 VEID inh – human caspase-6 inhibitors, primary screen, biochemical, VEID-R110 fluorescence, single point, set 2 | 350,000 tested, 0.53% active | P55212 | inhibition, % at 12.5 µM | AID 686996, 2013 | purified caspase-6, Z-VEID-R110 cleavage fluorescence;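 active = mean inhibition across replicates at least about 35%, with every replicate also reaching that limit, limit read from the data; inconclusive = only one of the two criteria met; inactive = neither criterion met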;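 also: 0% = median of neutral control wells and 100% = no fluorescence left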
ERp5 block – inhibitors of ERp5-driven insulin aggregation, primary screen, biochemical, turbidity, absorbance 650 nm, single point; Protein disulfide-isomerase A6 (Homo sapiens), Q15084; 90 min; inhibition, % at 9.99 µM; 350,000 tested, 0.05% active; AID 651711, 2012;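 active = mean replicate inhibition above about 25%, with every replicate also reaching it, limit read from the data, passing the limit was not always enough; inconclusive = only one of those two criteria met; inactive = neither criterion met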
Target sequence (Q15084 whole entry, looked up): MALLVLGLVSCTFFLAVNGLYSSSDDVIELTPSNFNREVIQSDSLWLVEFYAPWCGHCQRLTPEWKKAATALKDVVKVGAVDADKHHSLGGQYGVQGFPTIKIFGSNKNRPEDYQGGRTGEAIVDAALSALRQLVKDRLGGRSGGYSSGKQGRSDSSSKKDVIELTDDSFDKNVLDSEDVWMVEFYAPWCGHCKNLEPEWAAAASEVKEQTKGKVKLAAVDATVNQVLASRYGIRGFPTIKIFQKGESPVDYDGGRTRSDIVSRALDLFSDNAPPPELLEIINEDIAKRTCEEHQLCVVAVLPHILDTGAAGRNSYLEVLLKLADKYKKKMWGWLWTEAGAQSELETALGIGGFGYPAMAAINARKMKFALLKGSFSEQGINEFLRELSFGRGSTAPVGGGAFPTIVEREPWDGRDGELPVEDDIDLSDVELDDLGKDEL
RAD52 inh – RAD52 DNA annealing inhibitors, primary screen, biochemical, FRET, single point, set 2. 360,000 tested, 0.46% active. recombinant RAD52 DNA annealing, FRET fluorescence. inhibition, % at 18.7 µM;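 active = every replicate showing at least 50% inhibition; inconclusive = mean inhibition at least 50% but not in every replicate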
Target sequence (P43351 whole entry, looked up): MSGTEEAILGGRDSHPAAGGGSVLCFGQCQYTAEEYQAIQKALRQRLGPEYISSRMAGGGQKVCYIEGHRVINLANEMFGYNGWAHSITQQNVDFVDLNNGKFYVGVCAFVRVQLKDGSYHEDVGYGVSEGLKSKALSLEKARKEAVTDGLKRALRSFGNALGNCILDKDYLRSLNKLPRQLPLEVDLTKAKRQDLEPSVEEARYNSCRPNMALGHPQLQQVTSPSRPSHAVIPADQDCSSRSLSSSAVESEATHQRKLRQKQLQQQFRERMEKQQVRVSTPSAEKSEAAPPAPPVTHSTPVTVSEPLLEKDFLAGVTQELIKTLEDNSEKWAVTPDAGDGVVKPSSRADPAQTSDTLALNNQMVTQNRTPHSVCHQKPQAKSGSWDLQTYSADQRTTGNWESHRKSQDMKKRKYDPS
esBAF inh – Bmi1 luciferase reporter increase in mESCs, primary screen, esBAF inhibitor project, mouse ES cells, Bmi1 luciferase knock-in, single point; 24 h; 100% = twice the neutral-well signal; reporter increase, % at 12.5 µM; 350,000 tested, 2% active; AID 602393, 2012; in the data active = activation above about 40%; inconclusive = no clear call, values can overlap the other calls;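 also: 0% = median of the plate's neutral control wells and 100% = double that signal; a rise in the Bmi1 reporter signal indicates esBAF inhibition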
* marks the source's active call; other numbers are inactive results.

Screening Cn1cnc(S(=O)(=O)N2C[C@@H](O)COC[C@@H]3O[C@H](CC(=O)NCc4cc(F)cc(F)c4)CC[C@H]32)c1 returned ARNT-TACC3 inh 1, E-selectin induc 0.0, PglD inh 2, RAD54 branch 1, CASP6 VEID inh 0, ERp5 block 2, RAD52 inh 18 and esBAF inh 1.
C1CCc2c(nnc3c2-c2nonc2CC3)C1 was read as ARNT-TACC3 inh 0, CASP6 VEID inh 8, ERp5 block 1 and RAD52 inh -12.
`COc1cccc(NC(=O)CCC2CCN(C(=O)c3scnc3C)CC2)c1` gave ARNT-TACC3 inh -5, E-selectin induc -0.4, RAD54 branch -1, CASP6 VEID inh 0, ERp5 block -6 and RAD52 inh -6.
`COC(=O)/C(=N\Nc1ccccc1)Sc1nnc(-c2ccc(OC)cc2)n1C` gave ARNT-TACC3 inh -5, E-selectin induc 0.0, PglD inh 14 and RAD54 branch -4.
Screening C[C@H]1CN([C@@H](C)CO)C(=O)c2cccc(NC(=O)C3CCCCC3)c2O[C@@H]1CN(C)CC1CCCCC1 returned ARNT-TACC3 inh 17, E-selectin induc 0.1, PglD inh 0, RAD54 branch 2, CASP6 VEID inh -1, ERp5 block 0, RAD52 inh -19 and esBAF inh -4.
N#CCc1c(C#N)c(N)nc(N2CCN(Cc3ccc4c(c3)OCO4)CC2)c1C#N was read as ARNT-TACC3 inh 2, PglD inh 2, RAD54 branch 0 and esBAF inh -4.
Cc1ccnc(NS(=O)(=O)c2ccc(NC(=O)C3CCCO3)cc2)n1 (centres undefined) was read as ARNT-TACC3 inh -7, PglD inh 0, RAD54 branch -3 and esBAF inh 1.
`CCc1nc(NCC2CCCO2)c(C#N)c2c1COC(C)(C)C2` (centres undefined) gave ARNT-TACC3 inh -9, PglD inh 8, RAD54 branch -9 and esBAF inh 0.
For CN(C)CCCNC(=O)C[C@@H]1CC[C@H]2[C@@H](COc3ccc(NC(=O)c4ccc5c(c4)OCO5)cc3C(=O)N2C)O1 the results were ARNT-TACC3 inh -20, E-selectin induc 0.0, PglD inh -2, RAD54 branch 3, CASP6 VEID inh 1, ERp5 block 7, RAD52 inh 9 and esBAF inh 7.
C=CCNC(=O)N1CCC(n2nccc2NC(=O)CCc2ccccc2)CC1 was read as ARNT-TACC3 inh 3, PglD inh -4, RAD54 branch 3, CASP6 VEID inh -2, ERp5 block 0, RAD52 inh -5 and esBAF inh -8.
COc1ccc(CNCc2ccc(C(F)(F)F)cc2)cc1OC was read as ARNT-TACC3 inh 4, PglD inh 9, RAD54 branch -6, CASP6 VEID inh 0, ERp5 block -2, RAD52 inh -12 and esBAF inh -1.
COc1ccc(Br)cc1CN1CCN(S(=O)(=O)Cc2ccccc2)CC1 was read as ARNT-TACC3 inh -9, PglD inh 12, RAD54 branch 3, CASP6 VEID inh 3, ERp5 block -3, RAD52 inh -4 and esBAF inh -8.
`Cc1ccc(S(=O)(=O)NCCc2cccs2)cc1` gave ARNT-TACC3 inh 1, E-selectin induc 0.0, PglD inh 4, RAD54 branch -4, CASP6 VEID inh 1, ERp5 block 6, RAD52 inh 1 and esBAF inh 0.
Screening CS(=O)(=O)N1CCC(C(=O)N2CCN(c3cccc(Cl)c3)CC2)CC1 returned ARNT-TACC3 inh -2, PglD inh 6, RAD54 branch -1, CASP6 VEID inh 0, ERp5 block 5, RAD52 inh -19 and esBAF inh -2.
CCc1ccc(OCCNc2cc(N3CCNC(C)C3)ccc2[N+](=O)[O-])cc1 (centres undefined) was read as ARNT-TACC3 inh 25, E-selectin induc 3.5, PglD inh 6, RAD54 branch 4, CASP6 VEID inh -8, ERp5 block 0, RAD52 inh 11 and esBAF inh -2.

Quoted from the listing (two entries):
Screening CS(=O)(=O)N1CCC(C(=O)N2CCN(c3cccc(Cl)c3)CC2)CC1 returned ARNT-TACC3 inh -2, PglD inh 6, RAD54 branch -1, CASP6 VEID inh 0, ERp5 block 5, RAD52 inh -19 and esBAF inh -2.
CCc1ccc(OCCNc2cc(N3CCNC(C)C3)ccc2[N+](=O)[O-])cc1 (centres undefined) was read as ARNT-TACC3 inh 25, E-selectin induc 3.5, PglD inh 6, RAD54 branch 4, CASP6 VEID inh -8, ERp5 block 0, RAD52 inh 11 and esBAF inh -2.

(listing goes on)
Screening Cc1ccc(NC(=O)CCN2CCN(C)CC2)cc1 returned ARNT-TACC3 inh -4, E-selectin induc 0.0, PglD inh 1, RAD54 branch 1, CASP6 VEID inh -12, ERp5 block 1, RAD52 inh -2 and esBAF inh -8.
`Cc1nc(-c2ccncc2)nc(NCCNc2ccc(C(F)(F)F)cn2)c1Cl` gave ARNT-TACC3 inh -3, E-selectin induc 0.0, CASP6 VEID inh 1, ERp5 block 2 and RAD52 inh -6.
For Cc1nnc(NC(=O)CSc2ccc(-c3cccnc3)nn2)s1 the results were ARNT-TACC3 inh -1, E-selectin induc 0.2, CASP6 VEID inh 2, ERp5 block inconclusive and RAD52 inh -35.
Cc1ccccc1-n1c(-c2ccc(Cl)cc2)cnc1SCC(=O)NC1CCS(=O)(=O)C1 (centres undefined) was read as ARNT-TACC3 inh 20, E-selectin induc -0.4, PglD inh 2 and RAD54 branch 17.
`CN(C)C(=S)N=c1ssc(=S)n1Cc1ccco1` gave ARNT-TACC3 inh 2, E-selectin induc -0.1, CASP6 VEID inh 18, ERp5 block 8 and RAD52 inh -31.
`C[C@@H]1CN([C@@H](C)CO)C(=O)c2cc(N(C)C)ccc2O[C@@H](C)CCCCO[C@H]1CN(C)Cc1ccc(C(F)(F)F)cc1` gave ARNT-TACC3 inh 26, E-selectin induc -0.5, PglD inh 0, RAD54 branch 0, CASP6 VEID inh 9, ERp5 block 4, RAD52 inh 4 and esBAF inh -3.
Screening CCCN(C)C[C@@H]1Oc2cc(C#Cc3ccncc3)ccc2S(=O)(=O)N([C@@H](C)CO)C[C@@H]1C returned ARNT-TACC3 inh -3, E-selectin induc -0.3, PglD inh -2, RAD54 branch 0, CASP6 VEID inh -1, ERp5 block 0, RAD52 inh -4 and esBAF inh 3.
`Cn1nc(C(=O)OCC(=O)c2ccc(Br)cc2)c2ccccc2c1=O` gave PglD inh 4, RAD54 branch 10, CASP6 VEID inh 1, ERp5 block 0, RAD52 inh -16 and esBAF inh -6.
`Cc1csc(NC(=O)CSc2nnc(NC(=O)COc3ccccc3)s2)n1` gave ARNT-TACC3 inh -6, E-selectin induc 0.7, PglD inh -4, RAD54 branch 0, CASP6 VEID inh 3, ERp5 block 1, RAD52 inh -17 and esBAF inh 1.
For O=C(NCc1cccnc1)C1CC(=O)N(CCc2ccccc2)C1 (centres undefined) the results were ARNT-TACC3 inh 0, E-selectin induc 0.1, PglD inh -1, RAD54 branch -9, CASP6 VEID inh 0, ERp5 block -3, RAD52 inh 0 and esBAF inh 5.
`CC(=O)Nc1cccc(N)c1` gave PglD inh 1, RAD54 branch 2, CASP6 VEID inh -3, ERp5 block -2, RAD52 inh -7 and esBAF inh -3.
`O=C(N/N=C\c1ccccn1)c1ccccc1O` gave ARNT-TACC3 inh 59*, CASP6 VEID inh -3, ERp5 block 1 and RAD52 inh -8.
`CCCCCc1cc(O)c2c(C)cc(=O)oc2c1` gave ARNT-TACC3 inh -14, PglD inh -6, RAD54 branch -11 and esBAF inh 3.
CC(Oc1ccccc1)C(=O)NC1CCCCCCC1 (centres undefined) was read as ARNT-TACC3 inh -8, PglD inh -1, RAD54 branch -8, CASP6 VEID inh 1, ERp5 block -1, RAD52 inh 0 and esBAF inh -1.
`O=C1CCCN1CCCNC(=S)Nc1cccc2ccccc12` gave E-selectin induc 3.3, CASP6 VEID inh 1, ERp5 block 3 and RAD52 inh -8.

Grouped by structure, the compounds so far with bromine
COc1ccc(Br)cc1CN1CCN(S(=O)(=O)Cc2ccccc2)CC1 was read as ARNT-TACC3 inh -9, PglD inh 12, RAD54 branch 3, CASP6 VEID inh 3, ERp5 block -3, RAD52 inh -4 and esBAF inh -8.
`Cn1nc(C(=O)OCC(=O)c2ccc(Br)cc2)c2ccccc2c1=O` gave PglD inh 4, RAD54 branch 10, CASP6 VEID inh 1, ERp5 block 0, RAD52 inh -16 and esBAF inh -6.

Remaining list, next part:
Screening O=C(COC(=O)c1cccnc1Cl)Nc1cccc(S(=O)(=O)N2CCCCC2)c1 returned ARNT-TACC3 inh 4, CASP6 VEID inh 6, ERp5 block 8 and RAD52 inh -32.
Screening O=C(CN1C(=O)NC2(CCCC2)C1=O)OCC(=O)c1cccc(Cl)c1 returned ARNT-TACC3 inh -5, E-selectin induc 0.0, PglD inh 1, RAD54 branch 3, CASP6 VEID inh 0, ERp5 block -2, RAD52 inh -1 and esBAF inh -10.
COc1ccccc1OCC(=O)N(Cc1nc(-c2ccc(Cl)cc2)no1)C(C)C was read as ARNT-TACC3 inh 4, E-selectin induc 0.0, PglD inh 5, RAD54 branch -2, CASP6 VEID inh 1, ERp5 block -3, RAD52 inh -2 and esBAF inh 7.
CO[C@H]1CN(C)C(=O)c2ccc(NC(C)=O)cc2OC[C@H](C)N(C(=O)C2CC2)C[C@@H]1C was read as E-selectin induc -0.2, CASP6 VEID inh 2, ERp5 block 4 and RAD52 inh -8.
Screening CC(=O)Nc1ccc(NC(=O)C(C)OC(=O)/C=C/c2cccs2)cc1 (centres undefined) returned ARNT-TACC3 inh -2, E-selectin induc -1.4, CASP6 VEID inh -1, ERp5 block 2 and RAD52 inh -8.
`CCCC(=O)N1CCCC(c2nc(-c3cccc(OC)c3)no2)C1` (centres undefined) gave ARNT-TACC3 inh -10, E-selectin induc 0.0, CASP6 VEID inh 8, ERp5 block -8 and RAD52 inh -2.

From PubChem
